# FBW7 act – human FBW7 E3 ligase activation, primary screen; Q969H0; AlphaScreen FBW7–phospho-cyclin E peptide binding, activator screen; normalized activity (activation), % at 26.1 µM; 0.13% of 650,000 active; AID 1259310; in the data active = normalized activity above about 1.9%;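 also: purified mutant Fbw7 with reduced substrate affinity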
# GPR151 ag – activates the human receptor GPR151; activation, % at 11.2 µM; Q8TDV0; 1% of 650,000 active; PathHunter beta-arrestin GPR151 cells, luminescence; in the data active = activation above about 4.9%;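 also: 0% = median of compound wells and 100% = cells with positive control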
# Target sequence (Q8TDV0 whole entry, looked up): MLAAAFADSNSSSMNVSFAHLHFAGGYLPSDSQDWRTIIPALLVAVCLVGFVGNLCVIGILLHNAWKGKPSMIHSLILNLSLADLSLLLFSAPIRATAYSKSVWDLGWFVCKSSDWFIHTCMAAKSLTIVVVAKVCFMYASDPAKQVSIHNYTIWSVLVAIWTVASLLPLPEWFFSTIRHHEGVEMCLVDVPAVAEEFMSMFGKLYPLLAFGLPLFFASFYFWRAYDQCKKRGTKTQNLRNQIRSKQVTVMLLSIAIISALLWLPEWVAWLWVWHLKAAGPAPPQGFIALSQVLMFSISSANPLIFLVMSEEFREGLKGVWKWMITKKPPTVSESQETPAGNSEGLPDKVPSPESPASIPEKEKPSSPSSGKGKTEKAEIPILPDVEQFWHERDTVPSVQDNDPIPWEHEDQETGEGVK
# MITF inh – blocks human microphthalmia-associated transcription factor; AID 1259374; inhibition, % at 2.6 µM; 0.91% of 650,000 active; AlphaScreen MITF homodimerization, bead proximity signal; in the data active = inhibition above about 50%;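 also: 0% = vehicle wells with protein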
# Target sequence (O75030 whole entry, looked up): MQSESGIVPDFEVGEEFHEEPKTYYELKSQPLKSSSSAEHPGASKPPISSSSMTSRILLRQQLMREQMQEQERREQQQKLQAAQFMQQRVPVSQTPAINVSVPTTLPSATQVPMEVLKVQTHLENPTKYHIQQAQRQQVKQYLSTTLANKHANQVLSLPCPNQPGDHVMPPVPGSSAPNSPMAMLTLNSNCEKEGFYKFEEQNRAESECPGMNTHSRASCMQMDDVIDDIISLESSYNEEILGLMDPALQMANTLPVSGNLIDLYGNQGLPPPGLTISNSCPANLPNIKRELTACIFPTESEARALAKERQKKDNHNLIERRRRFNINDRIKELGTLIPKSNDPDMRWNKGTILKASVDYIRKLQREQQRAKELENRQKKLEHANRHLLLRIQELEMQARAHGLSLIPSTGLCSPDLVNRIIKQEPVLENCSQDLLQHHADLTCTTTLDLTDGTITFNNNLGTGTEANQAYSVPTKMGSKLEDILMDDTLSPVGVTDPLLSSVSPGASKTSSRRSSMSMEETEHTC
# TEAD-YAP inh – TEAD-YAP interaction inhibition; HEK-TIYL cells, TEAD-Gal4/YAP UAS-luciferase luminescence; inhibition, % at 9.12 µM; 1.4% of 640,000 active; in the data active = inhibition above about 32%;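 also: 0% = median of test compound wells and 100% = reference inhibitor wells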
# An asterisk follows results filed as active; / = no result given; & = joins results of further samples; ! = a repeat was not active. An excerpt; the hit share may differ from the screen's.
SMILES,FBW7 act,GPR151 ag,MITF inh,TEAD-YAP inh
C=CCNC(=O)c1cn(Cc2ccccc2)cc(C(=O)N(C)Cc2ccccc2)c1=O,0.0,-1.1,-4.2,1.2
COc1ccccc1CC(C)NCc1cc(NC(C)=O)cc(C(=O)N2CCN(C)CC2)c1 (configuration not stated),-0.1,0.1,0.2,-8.2
CCOC(=O)C1C2NC(=S)N(c3ccccc3)C1(C)Oc1ccccc12 (configuration not stated),-0.4,0.8,24.2,-4.0
O=C(NCCCNc1ccc([N+](=O)[O-])c2cccnc12)c1cc(F)c(F)cc1Cl,-0.1,2.8,4.8,-2.4
Cc1ccc2oc(C(=O)OC(CN(C)C)CN(C)C)cc2c1,0.5,1.0,24.7,-9.5
Cc1cc(N2CCN(C)CC2)c2[nH]c3ccccc3c2c1,-0.1,-0.1,11.3,-1.3
O=C1NC(=O)C(=Cc2cc(Cl)c(O)c(Cl)c2)C(=O)N1,-0.7,0.3,-4.7,1.8
C/C(=C\C(N)C(=O)O)CP(=O)(O)O (configuration not stated),-0.2,-1.6,19.9,/
CCN1C(=O)C(=Cc2ccc(O)c(I)c2)C(=O)N(CC)C1=S,-0.5,-0.4,14.5,7.2
CN1Cc2c(ccc3c2OCO3)[C@@H]2[C@H]1c1cc3c(cc1C[C@@H]2O)OCO3,0.1,-0.1,6.5,62.0*
c1ccc(Cn2ccnc2)cc1,0.2,-1.2,10.8,-5.6
C=CCN1C(=O)NC(=O)C(Cc2ccc(C)cc2)C1=O (configuration not stated),-0.2,-0.4,10.3,1.5
NCCCCCCCc1c[nH]c2ccccc12,0.0,3.5,1.2,2.4
O=[N+]([O-])c1cc2nonc2c2n[nH]nc12,-0.6,0.0,8.8,5.7
O=C(Nc1cccc(Cl)c1)N1CC2CC(C1)c1cccc(=O)n1C2 (configuration not stated),0.1,-0.1,-16.9,-1.6
CCCN(CCC)[C@@H]1CCc2c(F)ccc(O)c2C1,0.0&-0.1,8.5*!,11.5&-1.3,5.9&5.7
CN(CC#CC1CC2CCC1C2)C1CCCCC1 (configuration not stated),0.1,1.3,-0.5,8.1
CCN1CCN(Cc2cccc(Cl)c2)CC1,0.0,0.2,13.6,7.5
O=c1c2ccccc2nc(/C=C/c2ccco2)n1-c1ccc(O)cc1,-0.2,5.1*,13.4,10.6
Cc1cccc(CN2CCN(C(=O)COc3ccc(Cl)cc3)CC2)c1,0.0,-0.4,49.6,9.6
COc1ccc(O)c(/C=C/c2nc3ccccc3c(=O)n2-c2ccc(C)cc2)c1,0.1,2.1,0.6,10.2
Nc1cnn(-c2ccccc2)c(=O)c1Cl,0.0,0.4,-1.9,6.9
O=C(Cc1ccc(F)cc1)N1CCN(Cc2ccc3c(c2)OCO3)CC1,-0.1,3.6,-4.9,-1.7
CN(C)CCN(C)Cc1c[nH]c2ccccc12,0.0,0.4,63.6*,5.3
COc1ccc(CC(C)NCc2ccc(F)cc2)cc1 (configuration not stated),0.3,2.3,-3.5,2.8

# Entries shown so far containing a furan ring, fused or not, in the order listed:
SMILES,FBW7 act,GPR151 ag,MITF inh,TEAD-YAP inh
Cc1ccc2oc(C(=O)OC(CN(C)C)CN(C)C)cc2c1,0.5,1.0,24.7,-9.5
O=c1c2ccccc2nc(/C=C/c2ccco2)n1-c1ccc(O)cc1,-0.2,5.1*,13.4,10.6

# (more compounds)
SMILES,FBW7 act,GPR151 ag,MITF inh,TEAD-YAP inh
CCN(CC)c1ccc(C=C2C(=O)NC(=S)NC2=O)c(OC)c1,0.0,-0.3,8.4,6.2
NNc1c([N+](=O)[O-])cc2[nH]c(=O)[nH]c2c1[N+](=O)[O-],0.8,-0.6,19.1,19.4
N/C(=N\N=C\c1cccc([N+](=O)[O-])c1)N[N+](=O)[O-],-0.1,0.3,0.2,-9.1
CCOC(=O)C1=C(N)Oc2c(c(=O)oc3ccccc23)C1c1cccnc1 (configuration not stated),0.0,-1.7,3.7,-0.5
COc1ccc(CCN(C)Cc2cc(OC)c(O)c([N+](=O)[O-])c2)cc1OC,-0.1,-0.1,34.5,-5.7
CCCCn1c(=O)c(C(=O)NCc2ccc(F)cc2)c(O)c2ccccc21,-0.1,-0.1,3.8,7.0
CCn1nc(-c2ccccc2)nc2c(=O)n(C)c(=O)nc1-2,-1.6,-8.5,4.8,-32.3
Fc1cccc(CCNCc2ccccn2)c1,-1.1,0.3,62.0*,-8.3
CC(Oc1ccc(-c2ccccc2)cc1)C(=O)O (configuration not stated),0.1,-3.9,3.1,2.4
COc1ccc(C(=O)Oc2ccc(/C=C/[N+](=O)[O-])cc2OC)cc1,-0.1,0.1,5.1,-3.4
O=P(NS(=O)(=O)c1ccccc1)(Oc1ccccc1)Oc1ccccc1,-0.8,0.1,-15.8,5.6
CC1=[N+](C)c2ccc(Br)cc2C1(C)C,-0.2,2.7,-7.2,6.0
COC(=O)C(O)(c1ccc(NC(=S)NC(=O)c2ccccc2)cc1)C(F)(F)F (configuration not stated),0.1,-1.7,1.6,-6.0
Cn1ccnc1C1(O)CC2CCC(C1)N2CC(=O)Nc1nccs1 (configuration not stated),0.0,-0.8,23.1,7.8
CC(=O)N1CCN(/C(N)=N\[N+](=O)[O-])CC1,0.3,1.7,-10.7,13.1
c1csc(CCN2CCc3nc4ccncc4cc3C2)c1,0.3,0.0,7.9,3.4
CC12CCC(O)CC1=CCC1C2CCC2(C)C(O)/C(=C/c3ccc(OC(F)F)cc3)CC12 (configuration not stated),0.0,0.9,9.3,4.4
CCN1CCN(Cc2ccc(OC)c(Br)c2)CC1,0.1,-0.1,-6.7,-8.5
COc1ccc(-c2cc3ccc(OC(=O)N(C)C)cc3oc2=O)cc1,0.2,-1.1,12.4,-21.4
Cc1ccc(C)c(CN2CC3CC(C2)c2cccc(=O)n2C3)c1 (configuration not stated),-0.2,-0.2,-0.7,-14.0
Fc1ccc(CN2CCc3nc4cccnc4cc3C2)cc1,0.4,-0.9,13.6,-1.4
CCCCn1c(C)c(C(=O)OCC)c2cc(OC(C)=O)c3ccccc3c21,0.0,1.0,0.4,-9.5
COc1ccc(-c2nn(CCC#N)cc2C(=O)Nc2ccc(C(C)=O)cc2)cc1[N+](=O)[O-],0.3,-0.7,18.1,-6.4
O=C1OCCC1Sc1ccc(Cl)cc1 (configuration not stated),0.1,-0.7,-6.5,-1.0
O=c1c2ccccc2nc(N2CCCCC2)n1-c1ccccc1,0.1,-1.0,3.3,4.5
SMILES,FBW7 act,GPR151 ag,MITF inh,TEAD-YAP inh
COc1ccc(OCC(=O)N2CCN(C(C)C)CC2)cc1,0.1,0.3,33.9,4.6
CCOC(=O)C1C2NC(=S)N(CCOC)C1(C)Oc1ccc(OC)cc12 (configuration not stated),0.3,1.2,15.5,1.4
O=C(O)C1C2CC3CC(C2)CC1(n1ncc(Nc2ccccc2O)c(Cl)c1=O)C3 (configuration not stated),-0.1,-0.6,9.1,6.0
N#CC1=CN(Cc2ccccc2)C=C(P(=S)(N2CCOCC2)N2CCOCC2)C1,-0.1,3.5,2.5,-8.1
CN1CCN(c2ccc(N)c(N3CCN(C)CC3)c2)CC1,-0.4,-0.6,-20.4,-0.5
C=CCOc1ccc(C2C(C#N)=C(N)Oc3c2c(=O)oc2ccccc32)cc1 (configuration not stated),-0.1,-1.0,-7.0,-5.4
CCCC(C)n1[nH]c(=O)c2c1NC(=O)CSC2c1cccc([N+](=O)[O-])c1 (configuration not stated),-0.1,0.3,-4.6,-9.0
O=c1[nH]c2ccc(Br)cc2c(=O)n1-c1ccc(Cl)cc1,0.0,0.8,5.9,2.7
NC1=NC(c2cccnc2)n2c(nc3ccccc32)N1 (configuration not stated),-0.1,1.7,-1.6,4.7
CCN(CC)C(=O)c1ccc(N(Cc2ccccc2Cl)S(C)(=O)=O)cc1,0.2,-0.2,11.6,-2.7
COc1ccc(OC)c(N2C(=O)/C(=C\c3ccco3)C(=O)NC2=S)c1,-0.1,3.6,79.1*,-6.7
C=CCN1C(=O)NC(=O)/C(=C/c2ccc3c(c2)OCO3)C1=O,0.0,-2.2,11.9,3.6
O=C(Nc1nc(C23CC4CC(CC(C4)C2)C3)cs1)c1c(O)c2c(n(Cc3ccco3)c1=O)CCCC2,-0.2,1.1,-3.5,-1.5
CN1C(=O)N(C)C(NN=C(N)N)C1NN=C(N)N (configuration not stated),-0.1,1.5,-1.2,-3.9
O=C1CN=C(c2ccc(Cl)cc2)c2ccsc2N1,0.1,1.4,10.7,3.0
COc1ccccc1N1CCN(Cc2ccc(Br)s2)CC1,0.3,-1.0,40.2,-1.9
CC(C)C[C@H]1NC(=O)[C@H]2CN(Cc3ccccn3)CCN2C1=O,-0.2,-1.2,6.4,14.4
CC(C(=O)Nc1ccc(Cl)cc1C(=O)c1ccccc1)N1CCOCC1 (configuration not stated),-0.1,0.8,-0.2,8.2
COC(=O)C1C2NC(=S)N(c3ccccc3)[C@@]1(C)Oc1ccccc12 (some centres not stated),-0.1,-0.2,31.6,14.4
COc1ccc(CN2CCN(c3ccccc3)CC2)cc1OC,-0.1,3.9,17.3,-2.9
CC1CC(C)CN(C(=O)CN2C3CCC2CC(O)(c2ccco2)C3)C1 (configuration not stated),0.0,2.5,-2.6,0.3
Cc1ccc(NC(=S)NCCc2cnc[nH]2)cc1C,0.1,-1.3,14.9,10.3
COP(=O)(OC)C(NC(C)=O)C(Cl)(Cl)Cl (configuration not stated),0.1,0.5,-10.0,-3.1
CC(C)Sc1ccc(CC(=O)N2CCN(Cc3nc4ccccc4n3C)CC2)cc1,-0.6,-1.2,54.9*,19.7
O=[N+]([O-])c1nonc1NCn1nnc2ccccc21,-0.1,2.4,10.3,10.2
SMILES,FBW7 act,GPR151 ag,MITF inh,TEAD-YAP inh
Cc1cc(N2C(=O)C3CCCN3C2c2ccc(F)cc2)no1 (configuration not stated),0.6,-0.4,3.4,-3.6
CC(=O)Nc1ccc(C(=O)Nc2ccc(Cl)cc2C(=O)c2ccccc2)cc1,-0.1,3.0,2.1,-3.3
CCC(=O)N1CC(=O)Nc2ccc(Cl)cc2C1c1ccc(F)cc1 (configuration not stated),0.2,-0.4,23.9,-0.9
CCNC(=O)[C@H]1O[C@@H](n2cnc3c(N)ncnc32)C(O)[C@H]1O (some centres not stated),0.5,0.7,-10.0,-46.1
CCOc1cc(/C=C/[N+](=O)[O-])cc(Br)c1O,0.1,-0.4,23.2,7.0
CCOC(=O)C(O)(c1ccc(NC(=O)NC2CCCCC2)cc1)C(F)(F)F (configuration not stated),0.3,1.3,-15.6,-12.3
O=C(Nc1ccc(Cl)cc1)OCCN1CNC(=N[N+](=O)[O-])NC1,0.0,1.9,-4.0,1.7
O=C(NC(C(Cl)Cl)N1CCOCC1)c1ccc(Cl)cc1 (configuration not stated),-0.2,-1.1,5.4,-3.9
CCOC(=O)c1c(CN2CCC(C(=O)OCC)(c3ccccc3)CC2)n(-c2ccccc2)c2ccc(O)cc12,-0.1,-1.5,-5.6,-5.6
OC12CCCCC1C(c1ccccc1)NCC2 (configuration not stated),0.8,0.5,10.6,-8.4
COCCOC(=O)C1=C(N)OC(C)=C(C(C)=O)C12C(=O)Nc1ccc(Br)cc12 (configuration not stated),0.0,-1.0,12.6,-4.3
CCCCC/C=C\C/C=C\C/C=C\C/C=C\CCCC(=O)NOCCO,/,0.0,-4.3,/
C=CCOC(=O)C1=C(C)OC(N)=C(C#N)C12C(=O)N(CC(N)=O)c1ccccc12 (configuration not stated),0.0,0.0,4.9,3.1
O=C(Nc1ccc(Br)cc1C(=O)c1ccccc1Cl)c1ccccc1F,-0.1,0.4,0.5,-1.5
O=C1NC(=O)C(CCc2ccncc2)(Cc2ccccc2)C(=O)N1,1.1,-1.2,25.4,5.5
CCc1ccccc1NC(=O)C(Cl)(Cl)Cl,0.3,0.4,0.1,4.7
O=C(Nc1ccc(Cl)cc1C(=O)c1ccccc1)c1ccc([N+](=O)[O-])cc1,-0.1,1.5,4.9,4.3
O=C(CF)NC(NCc1ccco1)C(Cl)(Cl)Cl (configuration not stated),0.0,0.1,2.1,-4.6
CC(Cc1ccsc1)NC1CCN(c2cccc(NC(=O)c3cccnc3)c2)CC1 (configuration not stated),0.1,-0.6,9.7,5.2
O=C(c1cccnc1)C1CCCN(Cc2nc(-c3ccccn3)no2)C1 (configuration not stated),0.0,0.1,0.4,1.6
O=[N+]([O-])c1ccccc1CNCCc1ccc(Cl)cc1,0.7,-1.4,38.2,-7.3
Oc1ccc(-c2ccccc2)cc1,0.0,-1.6,-6.2,-12.5
CCOC(=O)c1nc2ccccc2c(=O)n1-c1cc(Cl)c(OC)cc1OC,0.2,-0.9,9.2,21.1

# Reprinted at random: 7 entries already listed
SMILES,FBW7 act,GPR151 ag,MITF inh,TEAD-YAP inh
COCCOC(=O)C1=C(N)OC(C)=C(C(C)=O)C12C(=O)Nc1ccc(Br)cc12 (configuration not stated),0.0,-1.0,12.6,-4.3
CCc1ccccc1NC(=O)C(Cl)(Cl)Cl,0.3,0.4,0.1,4.7
CCOC(=O)c1c(CN2CCC(C(=O)OCC)(c3ccccc3)CC2)n(-c2ccccc2)c2ccc(O)cc12,-0.1,-1.5,-5.6,-5.6
OC12CCCCC1C(c1ccccc1)NCC2 (configuration not stated),0.8,0.5,10.6,-8.4
O=C(NC(C(Cl)Cl)N1CCOCC1)c1ccc(Cl)cc1 (configuration not stated),-0.2,-1.1,5.4,-3.9
CCCCC/C=C\C/C=C\C/C=C\C/C=C\CCCC(=O)NOCCO,/,0.0,-4.3,/
C=CCOC(=O)C1=C(C)OC(N)=C(C#N)C12C(=O)N(CC(N)=O)c1ccccc12 (configuration not stated),0.0,0.0,4.9,3.1

# High-throughput results from PubChem BioAssay.
